FEN1 inhibitor = qHTS Assay for the Inhibitors of Human Flap endonuclease 1 (FEN1); AID 588795, 2011; 390,000 compounds, 0.35% hits; Potency, µM (highest dose often 114 µM), inactives show at the top dose activity change, negative = inhibition, hits mostly inhibitors; Recombinant FEN1 flap cleavage, fluorescence, 15 min; also: nearly all actives have a fitted effect of over 65% in size
Target sequence (P39748 whole entry, looked up): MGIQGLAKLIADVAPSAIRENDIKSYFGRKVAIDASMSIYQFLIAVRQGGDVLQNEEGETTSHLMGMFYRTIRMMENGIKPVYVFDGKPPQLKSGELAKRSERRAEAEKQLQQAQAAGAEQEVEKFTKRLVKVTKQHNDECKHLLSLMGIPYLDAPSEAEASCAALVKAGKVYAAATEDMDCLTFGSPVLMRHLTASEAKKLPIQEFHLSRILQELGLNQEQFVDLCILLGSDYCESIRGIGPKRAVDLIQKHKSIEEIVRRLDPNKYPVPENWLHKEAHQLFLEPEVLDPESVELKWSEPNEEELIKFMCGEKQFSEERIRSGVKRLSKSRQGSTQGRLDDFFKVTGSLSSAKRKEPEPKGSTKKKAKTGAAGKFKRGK
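Enzyme 10 nM, 15 min RT preincubation with compound; start with substrate 50 nM final; reads at 0 and 15 min; qHTS titration, four-parameter Hill fit.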
TDP1 block = qHTS Assay for Inhibitors of Tyrosyl-DNA Phosphodiesterase (TDP1); Tyrosyl-DNA phosphodiesterase 1 (Homo sapiens), Q9NUW8; 350,000 compounds, 0.28% hits; Potency, µM (series often up to 130 µM), for the others: top-dose activity change, negative = inhibition, hits mostly inhibitors; recombinant TDP1, AlphaScreen DNA substrate cleavage; AID 485290, 2010; also: nearly all actives have a fitted effect of over 40% in size
Target sequence (Q9NUW8 whole entry, looked up): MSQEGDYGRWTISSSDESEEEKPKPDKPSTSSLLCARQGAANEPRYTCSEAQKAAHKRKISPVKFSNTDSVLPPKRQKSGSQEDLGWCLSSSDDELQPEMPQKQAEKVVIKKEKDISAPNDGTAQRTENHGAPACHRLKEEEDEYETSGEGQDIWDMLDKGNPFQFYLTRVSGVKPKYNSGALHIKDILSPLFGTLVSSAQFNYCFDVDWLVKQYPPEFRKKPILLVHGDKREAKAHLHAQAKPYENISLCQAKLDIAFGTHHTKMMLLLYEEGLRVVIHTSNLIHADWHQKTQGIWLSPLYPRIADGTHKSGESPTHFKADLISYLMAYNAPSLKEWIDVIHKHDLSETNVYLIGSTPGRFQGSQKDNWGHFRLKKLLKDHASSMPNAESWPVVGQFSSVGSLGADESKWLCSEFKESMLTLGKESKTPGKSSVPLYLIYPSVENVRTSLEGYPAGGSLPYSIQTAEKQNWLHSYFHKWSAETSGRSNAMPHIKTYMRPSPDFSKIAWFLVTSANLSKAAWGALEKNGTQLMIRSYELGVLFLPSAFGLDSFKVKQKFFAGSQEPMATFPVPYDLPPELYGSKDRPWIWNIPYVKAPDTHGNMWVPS
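Steps: enzyme plus compound, 15 min RT; add biotin/phosphotyrosine-FITC oligonucleotide (15 nM final), react 5 min; add donor/acceptor beads (10 ug/ml final), 10 min; read AlphaScreen. Tdp1 at 1 nM final.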
N370S GC = qHTS Assay for Inhibitors and Activators of N370S glucocerebrosidase as a Potential Chaperone Treatment of Gaucher Disease; 330,000 compounds, 0.092% hits; Potency, µM (top dose mostly 59.4 µM), inactives show top-dose activity change, negative = inhibition, usual class: inhibitors; N370S GC spleen homogenate, 4MU-glucoside fluorescence; Lysosomal acid glucosylceramidase (Homo sapiens), P04062;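 also: 0% = full enzyme activity and -100% = no enzyme basal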
The depositor's hits bear a star; ? = inconclusive; nt = not tested or not shown; & = joins results of further samples; [ ] = remark or other dose. Calls follow the shape of the dose curve; as a rule, active = well fitted curve in the direction sought with a large enough effect; inconclusive = small, poorly fitted or top-dose-only effect, or another doubt; inactive = no such curve, though single readings can be large; an effect the other way counts as inactive or inconclusive. Unless noted, % is scaled to controls: 0 for no effect and ±100 for the full control effect; potency is read from the fitted curve at half-maximal effect.

Order of values: FEN1 inhibitor	TDP1 block	N370S GC
1) CCOc1ccccc1NC(=O)CNC(=O)Cc1ccccc1
  8%	3%	14%
2) Cc1ccccc1-c1nc(-c2ccc(Br)o2)no1
  -21%	nt	-8%
3) CCc1cc2c(=O)c(-c3cscn3)coc2cc1O
  -7%	-1%	1%
4) Cc1ccc(S(=O)(=O)N(C)C)cc1NC(=O)CN1C(=O)NC(Cc2c[nH]c3ccccc23)C1=O (stereo not drawn)
  11%	9%	-10%
5) N#Cc1c(-c2ccccc2)nc(SCC(=O)N2c3ccccc3Sc3ccccc32)[nH]c1=O
  89µM*	1%	?
6) COc1ccc(CCn2cc(C#N)c(=O)[nH]c2=O)cc1OC
  -1%	-4%	6%
7) Cc1ccc(OCCC(=O)OCC(=O)NC(=O)NCc2ccccc2)cc1
  -14%	nt	-5%
8) C[C@H]1CN(S(=O)(=O)c2c(F)cccc2F)CCN1S(=O)(=O)c1ccc2c(c1)OCCO2
  -5%	1%&0%	nt
9) CC1CCCC(C)N1C(=O)COC(=O)c1ccc(Br)o1 (stereo not drawn)
  1%	-4%	nt
10) CC(=O)NCCC(=O)N1CCCC(CNC(=O)c2ccc(-c3ccccc3)cc2)C1 (stereo not drawn)
  3%	5%	-1%
11) CC(C)(C)c1ccc(C(=O)COC(=O)CN2C(=O)NC3(CCCC3)C2=O)cc1
  -5%	5%	-4%
12) COc1ccc(Cc2nnc(NC(=O)Cn3cnc4c3c(=O)n(C)c(=O)n4C)s2)cc1
  1%	7%	-5%
13) COc1cc(NS(=O)(=O)c2ccc(NC(=S)NC(=O)c3ccco3)cc2)nc(OC)n1
  -1%	-3%	6%
14) O=C(CSc1nc2c([nH]c3ccccc32)c(=O)n1-c1cccc(Cl)c1)NCc1ccccc1
  -13%	0%	nt
15) Cc1nnc2ccc(-c3cccc(NC(=O)c4ccco4)c3)nn12
  -1%	6%	8%
16) CC(C)CC(=O)N=C1SC2CS(=O)(=O)CC2N1CCc1ccccc1 (stereo not drawn)
  -2%	-1%	14%
17) O=C(Nc1cccnc1)C1CCCN(S(=O)(=O)c2cccc3nsnc23)C1 (stereo not drawn)
  -3%	-1%	-2%
18) O=C(NCC1CCCO1)c1cc(-c2ccc(F)cc2)no1 (stereo not drawn)
  1%	3%	1%
19) Cc1cc2cc3c(cc2nc1SCC(=O)N1CCN(C(=O)c2ccco2)CC1)OCO3
  -19%	5%	5%
20) O=c1ccc2ccc(O)c(O)c2o1
  7.5µM*	?	-1%
21) CN(/N=C/c1ccncc1)c1cnc2ccccc2n1
  -7%	6%	-1%
22) COc1ccc2cc3c(N)c(C(=O)NCc4ccco4)sc3nc2c1
  ?	-3%	-1%
23) COc1ccc(CN(C)C(C)C(=O)N(C)CC(=O)Nc2ccc(C)cc2)cc1F (stereo not drawn)
  18%	-1%	nt
24) COC(=O)c1ccc(CN2C(=O)c3ccccc3C2=O)cc1
  4%	2%	0%
25) O=C(CN1CCC2(CC1)OCCO2)c1c[nH]c2ccccc12
  -3%	1%	-10%
26) CCN(C(=O)Cn1nc(C)n2c(cc3cc(C)ccc32)c1=O)c1ccccc1
  12%	3%	?
27) COc1cccc(NCc2cc(=O)oc3cc(C)c(C(C)C)cc23)c1
  -18%	nt	14%
28) Cc1cc(C)n2nc(C(=O)Nc3ccc4c(c3)CCC4)nc2n1
  -2%	-1%	5%
29) Cc1ccc(NC(=O)CSc2ncccn2)cc1S(=O)(=O)N1CCOCC1
  13%	1%	nt
30) COc1ccc(S(=O)(=O)N(CCc2ccccc2)CC(=O)NCc2ccccc2)cc1OC
  -30%	-1%[12.3 µM]	nt
31) Cc1cc(-n2c(C)nc3ccccc3c2=O)ccc1NC(=O)c1cccc([N+](=O)[O-])c1
  -3%	5%	nt
32) CC(=O)c1ccc(N2CCN(C(=O)c3cccs3)CC2)c(F)c1
  -7%	nt	-1%
33) O=C(O)CNC(=O)c1ccc2c(c1)OCCO2
  0%	1%	-9%
34) CC(C)C[C@H](NC(=O)N1c2ccccc2NC(=O)[C@@H]1C(C)C)C(=O)N1CCC[C@@H]1C(=O)O
  22%	nt	-3%
35) O=C(OCCN=C1NS(=O)(=O)c2ccccc21)c1cccc([N+](=O)[O-])c1
  -13%	6%[0.0935 µM]	0%
36) COC(=O)N/N=C/c1sc(N2CCCCC2)nc1-c1cccs1
  2%	5%	7%
37) Cc1ccc(S(=O)(=O)N[C@H](C(=O)N2CCC(C(=O)N[C@@H](CCC(N)=O)C(=O)O)CC2)C(C)C)cc1
  16%	nt	3%
38) Cc1cccc(CC(=O)Nc2cccc(-c3cn4cccnc4n3)c2)c1
  14%	9%	nt
39) CCOC(=O)Cn1nc(C)c(NC(=O)COc2cccc(Cl)c2)c1C
  -4%	-7%	-19%
40) O=C(CCC1N=C2c3ccccc3N=C(SCc3ccc(F)cc3)N2C1=O)N1CCN(c2ccccc2)CC1 (stereo not drawn)
  9%	10%	nt
41) CSCc1ccc(C(=O)NCC(c2cccs2)N2CCOCC2)cc1 (stereo not drawn)
  -4%	nt	-9%
42) COc1cc2c(cc1NC(=O)CN(C)Cc1ccc(OC)c(OC)c1)oc1ccccc12
  -18%	5%	?
43) CC(=O)N1CC(C)Sc2ccc(S(=O)(=O)NCCc3ccccc3)cc21 (stereo not drawn)
  -8%	1%	-2%
44) CC(C)(C)C1CCCCC1NC(=O)c1ccncc1 (stereo not drawn)
  11%	5%	-1%
45) CCC(=O)N1CCc2cc(Br)cc(S(=O)(=O)CCC(=O)N3CCN(c4cc(C)ccc4C)CC3)c21
  3%	3%	nt
46) O=C(CN1C(=O)S/C(=C\c2cccc(Cl)c2)C1=O)NC1C=CS(=O)(=O)C1 (stereo not drawn)
  -11%	0%	-4%
47) CC(C)C(NC(=O)c1ccccc1)C(=O)OCC(=O)N1CCCC1 (stereo not drawn)
  -8%	0%	nt
48) CC(=O)Nc1cccc(OCc2c(F)cccc2Cl)c1
  -15%	nt	15%
49) CCCNC(=O)C(Sc1ccccc1)c1ccccc1 (stereo not drawn)
  -1%	0%	1%
50) CN(C)c1ccc(/C=C2/C=C(c3ccc4c(c3)CCCC4)OC2=O)cc1
  18%	nt	10%
51) O=C(Cc1ccc(Cl)cc1)SCc1ccccc1
  6%	32µM*	nt
52) CCn1c(C)csc1=NC(=O)c1ccccc1
  6%	4%	-3%
53) Cn1c(=O)c2c(nc3n2CCS3)n(C)c1=O
  -16%	5%	2%
54) CCOc1cc(C)nc(N2CCC(C(=O)Nc3ccccc3OCC)CC2)n1
  9%	2%	6%
55) Cc1ccc(C(=O)c2ccccc2C(=O)O)c(O)c1
  12%	4%	-6%
56) Cc1nn(CC(=O)OCC(=O)Nc2cccc(S(N)(=O)=O)c2)c(C)c1[N+](=O)[O-]
  -5%	1%	nt
57) O=C(Nc1nccs1)c1ccc(-c2ccccc2[N+](=O)[O-])o1
  -23%	7%	-5%
58) Fc1ccc(CNc2nc(-c3cccnc3)nc3ccccc23)cc1
  1%	9%	?
59) CCOc1ccc(NC(=O)c2ccc3c(c2)CCN3S(=O)(=O)CC)cc1
  -22%	9%	nt
60) Cc1ccc(S(=O)(=O)N(C)c2ccc(C(=O)NCc3cccnc3)cc2)cc1
  12%	1%	-9%

Limited to FEN1 inhibitor, for some of the entries so far:
item | molecule | FEN1 inhibitor
59 | CCOc1ccc(NC(=O)c2ccc3c(c2)CCN3S(=O)(=O)CC)cc1 | -22%
60 | Cc1ccc(S(=O)(=O)N(C)c2ccc(C(=O)NCc3cccnc3)cc2)cc1 | 12%

Structures above marked active in FEN1 inhibitor.
Order of values: FEN1 inhibitor	TDP1 block	N370S GC
5) N#Cc1c(-c2ccccc2)nc(SCC(=O)N2c3ccccc3Sc3ccccc32)[nH]c1=O
  89µM*	1%	?
20) O=c1ccc2ccc(O)c(O)c2o1
  7.5µM*	?	-1%

The list continues.
Order of values: FEN1 inhibitor	TDP1 block	N370S GC
61) CN(CC(=O)Nc1ccc(F)cc1)C(=O)COC(=O)c1ccc(=O)n(Cc2ccccc2)n1
  13%	-3%[56.1 µM]	nt
62) COc1ccc(C(=O)NCc2nnc(SCC(=O)N3CCCC3)o2)cc1OC
  6%	1%	-8%
63) CCn1c(N2CCN(S(=O)(=O)c3ccc(F)cc3)CC2)nc2ccccc21
  -3%	4%	-13%
64) O=C(CCN1C(=O)c2ccccc2C1=O)NCc1ccco1
  -8%	-12%	-11%
65) O=S(=O)(c1ccc(Br)cc1)c1nnn2c1nc(NCCc1ccccc1)c1sccc12
  17%	3%	nt
66) COc1cc(C)cc(C(=O)O)c1C1=C(O)c2cccc(O)c2C(=O)C1=O
  ?	nt	3%
67) O=S(=O)(CCc1nc2ccccc2[nH]1)c1ccc(Br)cc1
  -3%	6%	2%
68) O=C(Nc1ccccc1C(F)(F)F)c1cc(-c2ccccc2O)on1
  -1%	0%	20%
69) COc1ccc(-c2nnc(SCC(=O)Nc3cc(S(=O)(=O)N4CCCCC4)ccc3Cl)n2N)cc1
  0%	6%	7%
70) CCn1c(CNC(=O)c2ccco2)nnc1SCC(=O)c1ccccc1
  1%	0%	-4%
71) COc1ccc2nc(N3CCCC(C(=O)NCCCN4CCN(C)CC4)C3)sc2c1 (stereo not drawn)
  0%	4%	-2%
72) CCC(C)NC(=O)CSc1nnc(-c2cc(-c3cccs3)nc3ccccc23)o1 (stereo not drawn)
  -15%	-1%	9%
73) C/C(N)=N\S(=O)(=O)c1ccc(Cl)cc1
  2%	-11%	7%
74) CCNC(=S)N1CCN(C(=O)C(Cc2ccccc2)NC(C)=O)CC1 (stereo not drawn)
  21%	6%	15%
75) O=C(NCc1cccc(Cl)c1)c1ccc2c(c1)nc1n2CCOC1
  -5%	5%	nt
76) Cc1ccc(-n2c(-c3ccccc3)n[nH]c2=S)cc1
  -11%	1%	-1%
77) CCCc1cc(=O)oc2cc(C)c(CN3CCCC3)c(O)c12
  50µM*	nt	2%
78) CC(=O)N1c2ccc(S(=O)(=O)NCC3CCC(C(=O)Nc4ccc(C)cc4)CC3)cc2CC1C (stereo not drawn)
  4%	0%	nt
79) COc1ccc(C(=O)NCCN2CCOCC2)cc1[N+](=O)[O-]
  1%	nt	4%
80) CCOC(=O)c1cccnc1SCC(=O)NCc1ccccc1
  0%	2%	14%
81) O=C(CSc1nc2ncccc2[nH]1)Nc1cc(F)ccc1F
  2%	2%	nt
82) Cc1nn(C)cc1NC(=O)CCSc1nc(-c2ccco2)cc(C(F)(F)F)n1
  9%	5%	-16%
83) COC(=O)c1sc(N2CCCCC2)c(C#N)c1N
  -5%	3%	6%
84) S=c1nc(Cc2ccc(Cl)cc2)[nH]c2ccccc12
  8%	6%	-14%
85) Cc1ccc2oc3c(c(=O)c2c1)C(c1ccc(O)cc1)N(c1nc(C)c(C)s1)C3=O (stereo not drawn)
  -17%	0%	nt
86) CCOC(=O)C1CCCN(Cc2ccccc2F)C1 (stereo not drawn)
  -8%	-6%	?
87) Cc1ccccc1N(C)C(=O)c1noc2c1COc1ccccc1-2
  -16%	-3%	nt
88) CCn1c(SCC(=O)NC(=O)Nc2ccc3c(c2)OCCO3)nnc1-c1cccs1
  -3%	6%	?
89) C/C(=N\NC(=S)NC(C)C)c1ccc(Cl)c([N+](=O)[O-])c1
  -3%	-3%	6%
90) Cc1ccc(S(=O)(=O)N(C)c2ccc(OC(=O)c3ccc(=O)[nH]c3)cc2)cc1
  -10%	8%	-16%
91) Nc1ccc(-c2nc3cc([N+](=O)[O-])ccc3o2)cc1
  15%	-2%	nt
92) Cc1ccc(-c2cc(C(F)F)n3ncc(C(=O)N4CCN(c5cccc(C)c5C)CC4)c3n2)cc1
  9%	3%	6%
93) O=C(Cn1cnc([N+](=O)[O-])c1)Nc1ccc(F)c(Cl)c1
  -23%	nt	5%
94) O=C(NCc1cccs1)c1ccc(CSc2nc3ccncc3n2Cc2cccc(F)c2)cc1
  -10%	8%	nt
95) Cc1coc2cc3oc(=O)c(CC(=O)NCc4ccccc4)c(C)c3cc12
  -1%	-2%	nt
96) CCC1(C)Cc2c(sc3c2c2ncnn2c2nnc(SCC(=O)NCc4ccco4)n32)CO1 (stereo not drawn)
  0%	-6%	-7%
97) Cc1ccc(-c2csc3nc4ccc(C(=O)NCCO)cc4c(=O)n23)cc1
  4%	1%	1%

Arranged by value in N370S GC (falling): some entries from above.
Order of values: FEN1 inhibitor	TDP1 block	N370S GC
89) C/C(=N\NC(=S)NC(C)C)c1ccc(Cl)c([N+](=O)[O-])c1
  -3%	-3%	6%
97) Cc1ccc(-c2csc3nc4ccc(C(=O)NCCO)cc4c(=O)n23)cc1
  4%	1%	1%
84) S=c1nc(Cc2ccc(Cl)cc2)[nH]c2ccccc12
  8%	6%	-14%

Assay outcomes (PubChem BioAssay)

Hits appear at their usual frequency, and some 0.53% of all compounds hit somewhere here.
